Source: PubChem BioAssay
DNMT1 block: human DNMT1 methyltransferase inhibitors, primary screen, biochemical, molecular beacon, fluorescence, HinP1I cleavage, uHTS; 0.83% of 360,000 active; inhibition (reported as % activation of signal), % at 10 µM; AID 588458, 2011; DNA (cytosine-5)-methyltransferase 1 (Homo sapiens), P26358; in the data active means inhibition above about 50%
Scp-1 inhibitor: Scp-1 phosphatase inhibitors, primary screen, biochemical, colorimetric, uHTS; Recombinant Scp1, phosphopeptide, malachite green phosphate absorbance; inhibition, % at 20 µM; 0.88% of 340,000 active; AID 493091, 2011;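 active means inhibition above about 50% at 20 µM, limit read from the data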;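 further: plate controls were DMSO wells with enzyme for no effect and wells lacking enzyme for full effect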
Target sequence (Q9GZU7 76-261 limits assumed): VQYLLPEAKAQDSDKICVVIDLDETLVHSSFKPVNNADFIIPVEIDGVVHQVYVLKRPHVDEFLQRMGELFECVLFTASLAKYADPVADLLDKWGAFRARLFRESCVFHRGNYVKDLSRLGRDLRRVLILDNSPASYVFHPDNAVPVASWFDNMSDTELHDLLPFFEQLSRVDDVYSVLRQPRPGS
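System: truncated SCP-1 phosphatase (76-261aa); medium: Tris acetate buffer pH 5.5 with MgCl2 and Tween-20; incubation: 45 min room-temperature reaction, 5 min colour, 30 min stabiliser; compound: single 20 µM dose, 1% DMSO; reagent: Phosphorylated 17-residue peptide substrate; read-out: % inhibition at 20 µM; technique: colorimetric free-phosphate detection, absorbance 630 nm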
SUMO1-SIM PPI: modulators of SUMO1 protein-protein interactions, primary screen, biochemical, uHTS. Small ubiquitin-related modifier 1 (Homo sapiens), P63165. SUMO1 binding to a labelled peptide, TR-FRET, 1 h. inhibition, % at 20 µM. 0.33% of 360,000 active. AID 602429, 2012; in the data active means inhibition above about 37%
Target sequence (P63165 whole entry, looked up): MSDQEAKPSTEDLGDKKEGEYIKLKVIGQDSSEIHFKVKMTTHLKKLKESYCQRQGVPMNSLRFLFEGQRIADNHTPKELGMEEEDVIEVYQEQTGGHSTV
NRP1-CendR mod: modulators of CendR peptide binding to NRP-1, primary screen, biochemical, fluorescence polarization, uHTS | FAM-RPARPAR peptide binding to NRP-1 | 0.85% of 360,000 active | inhibition, % at 25 µM | Neuropilin-1 (Homo sapiens), O14786;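 active means inhibition or corrected inhibition above about 18%, plus a signal ratio from 0.5 to 1.5, limit read from the data, passing the limit was not always enough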; further: strong numbers were not always called active
NadD block: inhibitors of S. aureus NadD, primary screen, biochemical, colorimetric, uHTS; Nicotinate-nucleotide adenylyltransferase NadD (Staphylococcus aureus N315); purified NadD enzyme, colorimetric absorbance read-out; inhibition, % at 20 µM; 0.78% of 360,000 active; in the data active means inhibition above about 26%; further: some compounds past the cut are filed as inactive
LMPTP block: LMPTP phosphatase inhibitors, primary screen, biochemical, fluorescence intensity, uHTS | Low molecular weight phosphotyrosine protein phosphatase (Homo sapiens), P24666 | recombinant LMPTP-A, OMFP fluorogenic substrate | inhibition, % at 20 µM | 0.22% of 360,000 active | AID 651560, 2012;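 active means compounds that cut the enzyme signal by at least half of the control window in the single-dose screen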;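 further: plate controls were DMSO wells with enzyme plus substrate for no effect and substrate without enzyme for full effect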
Target sequence (P24666 whole entry, looked up): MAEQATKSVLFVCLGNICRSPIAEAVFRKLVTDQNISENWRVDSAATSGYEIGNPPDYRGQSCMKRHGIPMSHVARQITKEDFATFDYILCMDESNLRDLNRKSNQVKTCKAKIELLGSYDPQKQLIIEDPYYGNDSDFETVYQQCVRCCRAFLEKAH
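material = LMPTP-A | quantity = 0.625 nM enzyme | reagent = OMFP substrate, 400 µM final | buffer or medium = Bis-Tris pH 6.0, DTT, detergent | detection = endpoint fluorescence intensity from OMFP dephosphorylation | dosing = single 20 µM dose | read-out basis = % inhibition relative to no-enzyme and uninhibited control wells | control set = no-enzyme and uninhibited controls | timing = 50 min at room temperature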
SKN-1 inh: suppressors of acrylamide-induced Pgst-4::GFP reporter in worms, primary screen, SKN-1 inhibitor project, whole organism, uHTS, GFP/RFP fluorescence ratio, strain VP596 | 0.49% of 360,000 active | inhibition, % at 21.8 µM | AID 624304, 2012 | C. elegans VP596 Pgst-4::GFP/RFP ratio, 24 h;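 active means interference check ratio from 0.5 to 1.5 plus GFP to RFP signal ratio inhibition reaching or exceeding a fixed threshold, cut at about 30% in these data, passing the limit was not always enough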; further: some compounds called inactive have numbers as strong as hits
Neddyl block: inhibitors of cullin neddylation, primary screen, biochemical, TR-FRET, uHTS, NAE and Ubc12 | calls only at 25 µM | 0.58% of 360,000 active | AID 651699, 2012; in the data active means inhibition above about 36%
TbMetRS inhib: T. brucei MetRS inhibitors, primary screen, biochemical, luminescence. purified T. brucei MetRS, ATP depletion, Kinase-Glo luminescence. methionyl-tRNA synthetase (Trypanosoma brucei brucei). inhibition, % at 11.9 µM. 0.4% of 360,000 active;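 active means inhibition above a per-plate cutoff of the control wells' mean inhibition plus 3 SD, cut at about 5.5% in these data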;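 further: 0% = DMSO wells median and 100% = median of wells with control inhibitor compound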
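Material: parasite MetRS enzyme / Replication: singlicate, one well per compound / Signal: luminescence of leftover ATP / Schedule: 2 h aminoacylation at 25 °C after 15 min preincubation / Medium: HEPES-MgCl2-KCl buffer plus DTT, spermine, BSA, pyrophosphatase / Doses: 11.9 µM single point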
STEP block: STEP phosphatase inhibitors, primary screen, biochemical, fluorescence intensity, uHTS | 0.25% of 360,000 active | recombinant STEP, OMFP fluorogenic substrate | inhibition, % at 20 µM;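 active means inhibition at 20 µM, scaled per plate between control wells, above about 37%, limit read from the data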;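 further: 0% = DMSO with enzyme and substrate and 100% = substrate only without enzyme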
Target sequence (P54829 whole entry, looked up): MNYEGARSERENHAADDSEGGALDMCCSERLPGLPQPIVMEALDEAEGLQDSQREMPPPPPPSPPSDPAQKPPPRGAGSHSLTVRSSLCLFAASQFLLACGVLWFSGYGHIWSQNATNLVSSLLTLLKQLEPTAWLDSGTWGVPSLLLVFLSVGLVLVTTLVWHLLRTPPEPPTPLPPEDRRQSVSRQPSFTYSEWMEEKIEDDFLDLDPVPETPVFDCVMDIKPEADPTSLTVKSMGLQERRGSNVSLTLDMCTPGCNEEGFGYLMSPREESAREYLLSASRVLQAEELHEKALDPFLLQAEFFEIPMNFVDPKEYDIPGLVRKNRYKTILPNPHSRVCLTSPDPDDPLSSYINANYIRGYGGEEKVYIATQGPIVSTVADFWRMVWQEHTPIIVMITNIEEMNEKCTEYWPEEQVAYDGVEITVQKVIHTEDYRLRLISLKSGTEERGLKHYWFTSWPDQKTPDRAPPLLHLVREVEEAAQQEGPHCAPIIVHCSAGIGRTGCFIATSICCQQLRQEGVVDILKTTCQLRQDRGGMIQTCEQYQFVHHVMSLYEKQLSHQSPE
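Assay system: isolated STEP enzyme / Timing: 20 min at room temperature, dark / Doses: 20 µM, 1% DMSO / Technique: fluorescence intensity, excitation 480 nm, emission 540 nm / Reagent: fluorogenic phosphatase substrate OMFP at 25 µM final / Measure: percent inhibition scaled to no-enzyme and uninhibited-enzyme controls, plate-pattern corrected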
* marks the source's active call; other numbers are inactive results; i = inactive; . = no result given; + = active, no number.

Value order – DNMT1 block	Scp-1 inhibitor	SUMO1-SIM PPI	NRP1-CendR mod	NadD block	LMPTP block	SKN-1 inh	Neddyl block	TbMetRS inhib	STEP block
CCCCOc1ccc(C(=O)Oc2cccnc2)cc1
  0	2	2	0	-4	-0.2	6	i	-0.1	3
COc1ccc(CCNC(=O)CC(NC(=O)c2ccccc2Cl)c2ccccc2)cc1 (stereo unspecified)
  3	-9	2	-13	-5	-2.3	-5	i	-1.1	0
CCc1nc(Nc2cccc(O)c2)c2oc3ccccc3c2n1
  -5	0	11	9	-1	2.2	-10	.	0.2	2
Cc1cc(F)c(F)c(C(=O)N2CCOCC2)c1Cl
  3	-4	8	3	4	0.2	30	i	0.1	-3
COC(=O)[C@@]1(C)[C@H]2C(=O)N(Cc3ccccc3)C(=O)[C@H]2[C@H]2CN=C(SCc3ccc(C)cc3)N21
  0	7	6	13	-1	-1.4	-11	i	0.2	4
Cc1cccn2c(=O)c3cc(C(=O)N(C)C)n(C)c3nc12
  -2	-2	-7	23	5	-1.2	-3	.	-1.2	2
OC(c1ccc(Cl)c(F)c1)c1ncc(-c2ccccc2Cl)[nH]1 (stereo unspecified)
  0	.	2	-8	-4	1.5	21	i	0.4	0
O=C(COc1ccccc1)Nc1ccncc1Cl
  -1	-5	2	14	-1	-0.1	-7	i	0.2	-3
COc1cc(/C=C2\C(=O)ON=C2c2ccccc2)cc(OC)c1OC
  0	-6	-2	-51	3	-0.1	-5	i	0.2	3
CC(=O)c1ccc(OCCCC(=O)NCCc2ccc(C(F)(F)F)cc2)cc1
  -2	-3	-2	-4	0	0.5	4	i	-0.2	0
O=S(=O)(Nc1ccc(-c2ccccc2)cc1)c1ccccc1
  -3	-11	1	8	-4	1.8	-4	i	-0.1	-3
O=C(CCl)N1CCN(S(=O)(=O)c2ccc3ccccc3c2)CC1
  7	-2	-3	-16	-3	-0.3	-2	i	0.9	0
O=C(CC1C(=O)NCCN1Cc1c(F)cccc1Cl)NCCCOc1cccnc1 (stereo unspecified)
  -3	8	3	2	-1	3.0	6	i	-0.6	-2
O=C(NC1CC2CCCC(C1)N2Cc1ccccc1)c1ccc([N+](=O)[O-])cc1 (stereo unspecified)
  0	-6	-24	6	-2	0.9	9	i	-0.9	2
Nc1nccc(-c2cccs2)n1
  0	-5	2	4	-3	-1.9	6	i	-1.0	-2
CN(C)S(=O)(=O)c1cccc(NC(=O)COC(=O)/C=C/c2ccc(Br)o2)c1
  12	40	-22	-8	-5	20	-5	i	-0.7	6
O=C(NC12CC3CC(CC(C3)C1)C2)c1ccc(=O)oc1
  6	-5	1	18	-2	7.2	-32	i	-1.3	10
Cc1cccc(NC(=O)COc2ccc(Br)cc2C)n1
  -2	1	1	-10	-4	1.4	1	i	0.7	-2
COC(=O)c1ccc(N=NNc2cccc(Br)c2)cc1
  4	-10	2	12	0	0.7	1	i	1.8	-4
CC(=O)Nc1ccc(NC(=O)C(C)OC(=O)c2ccc(S(=O)(=O)N3CCCCCC3)cc2)cc1 (stereo unspecified)
  35	6	0	3	19	3.0	4	i	-0.5	-2
COc1ccc(S(=O)(=O)NN(C)C(=O)c2nn(-c3ccccc3)ccc2=O)cc1
  1	7	-2	-17	0	3.6	-1	i	-0.6	0
Cc1cccc(OCC(=O)N/N=C\c2cn(C)c3ccccc23)c1
  1	-6	-1	6	-7	2.8	2	i	0.1	2
CCCCN(C)C(=O)C1CCC(=O)N(c2cc(OC)c(OC)c(OC)c2)C1c1ccc(OC)cc1 (stereo unspecified)
  -1	-5	-1	12	0	-2.4	-8	i	-0.7	0
O=C(CN1C(=O)S/C(=C\c2cccs2)C1=O)Nc1ccc(O)c(C(=O)O)c1
  3	-8	25	-14	-2	-0.7	11	i	0.1	0
CCOC(=O)N1CCN(S(=O)(=O)c2ccc(F)cc2)CC1
  2	1	-1	8	-7	-1.3	15	i	-0.8	0
COc1ccc(CNCc2ccncc2)c(OC)c1
  -2	0	6	2	-3	-0.7	3	i	-1.8	1
C/C(=N\NC(=O)CN(c1ccccc1)S(=O)(=O)c1ccccc1[N+](=O)[O-])C(C)(C)C
  6	1	-5	0	3	1.4	5	i	0.7	-8
O=C(Nc1cccc(-c2cn3ccccc3n2)c1)c1cc2ccccc2oc1=O
  43	3	-6	-28	6	75*	-8	i	0.3	81*
COc1cccc(OCC(=O)Nc2ccccc2NC(C)=O)c1
  3	-7	2	-5	-5	-0.6	1	i	-0.3	0
COc1ccc2c(c1)c(C(=O)O)c(C)n2-c1ccccc1
  2	-2	0	6	-4	-1.2	6	i	-0.1	2
Cc1cccc(Nc2nc(N)nc(CSC(=S)N3CCOCC3)n2)c1
  -2	0	1	-1	0	-0.9	-2	i	-0.3	0
O=C(CN1C(=O)NC2(CCCC2)C1=O)N1CCN(Cc2ccccc2)CC1
  1	-7	-4	6	0	-1.1	2	i	-0.3	1
Cc1ccc(-n2nc3c(c2NC(=O)c2ccco2)CS(=O)(=O)C3)c(C)c1
  2	-3	8	-6	7	-2.1	-7	i	-0.2	-1
COC(=O)CNC(=O)c1ccc(NS(=O)(=O)c2cc([N+](=O)[O-])ccc2Cl)cc1
  14	16	-19	4	-4	0.9	7	i	-0.2	3
Clc1cccc(-c2cccc3nccn23)c1Cl
  10	.	-4	-22	4	1.2	11	i	-0.3	0
Clc1ccc(CSc2ncn[nH]2)cc1
  0	-1	0	6	3	-2.0	10	i	-0.4	-4
Cc1nn(C)c(C)c1Nc1ccc(N2C(=O)C3C4C=CC(C4)C3C2=O)cc1[N+](=O)[O-] (stereo unspecified)
  3	40	-19	0	1	-0.6	-3	i	-1.0	3
CC(=O)c1sc(NC(=O)C2CCN(c3ncnc4sc(C)c(C)c34)CC2)nc1-c1ccccc1
  -19	13	-15	-16	1	1.6	1	i	-0.3	-3
COc1ccc(S(=O)(=O)Oc2ccccc2C(=S)N2CCOCC2)cc1
  1	.	-2	-1	-6	-1.3	2	i	-0.6	10
CCOC(=O)Cc1csc(NC(=O)Nc2cccc(Cl)c2)n1
  -4	-5	-2	6	-2	0.7	-9	i	0.9	-1
CC1CCN(S(=O)(=O)Cc2ccccc2Cl)CC1
  2	-8	-2	1	3	-0.4	16	i	-0.4	2
O=C(O)CSc1ccn(Cc2ccccc2)c1
  5	.	-2	-5	-8	-0.9	11	i	0.3	1
CC1C(=O)N2CCCc3cc(NC(=O)C(=O)NCCCc4ccccc4)cc1c32 (stereo unspecified)
  -1	-4	0	1	4	1.3	5	i	-0.4	4
FC(F)C(F)(F)Oc1cccc(Nc2nccn3c(-c4cccc5ccccc45)cnc23)c1
  -7	.	-2	-10	13	2.0	12	+	-0.2	-1
NCc1cccc(-n2cccn2)c1
  -1	-15	0	4	0	-0.1	3	i	-0.5	-1
COc1ccccc1CNC(=O)CCNC(=O)Cn1ccc2ccccc2c1=O
  -2	-6	0	-7	-2	0.0	15	i	-0.4	-3
CC(C)C(=O)N1N=C(c2ccc(NS(C)(=O)=O)cc2)CC1c1cccs1 (stereo unspecified)
  5	-12	2	-7	4	0.4	-4	.	-0.7	0
COc1ccccc1C(=O)Nc1sc2c(c1C(N)=O)CCCC2
  -2	-5	-3	-3	-12	-1.4	1	.	1.2	-1
CC(=O)NCCNC(=O)c1ccc(Cn2c(=O)[nH]c3ccsc3c2=O)cc1
  3	-9	1	5	1	3.1	19	i	1.0	-1
CCOc1ccc(NC(=O)Cn2nnc3c(cnn3-c3ccc(F)cc3)c2=O)cc1
  3	-21	-3	-13	3	0.6	9	i	-0.7	-2
CN1CCN(c2ccc(C(CC(N)=O)NC(=O)c3ccccc3)cc2[N+](=O)[O-])CC1 (stereo unspecified)
  1	-8	2	23	2	-0.5	0	i	0.1	-1
O=c1[nH]c2ccccc2c(O)c1O
  10	4	5	11	4	6.0	4	.	-0.1	1
CC(=O)Nc1nnc(-c2ccco2)o1
  -1	-11	4	-3	-4	-2.5	0	i	-0.4	-1
NC(=O)c1ccc[n+](CC(=O)Nc2ccccc2C(=O)O)c1
  3	-12	-3	5	-8	0.5	-6	i	-0.3	2
COc1ccc(S(=O)(=O)N(C)C[C@H]2Oc3c(NS(=O)(=O)c4ccc(F)cc4)cccc3C(=O)N([C@H](C)CO)C[C@@H]2C)cc1
  -3	-5	8	0	2	-1.8	10	i	-0.9	-1
CC(C)C(NS(=O)(=O)c1cccs1)C(=O)Nc1nc(C(C)(C)C)cs1 (stereo unspecified)
  -3	-5	4	-3	-1	0.4	-2	i	-0.5	1
CCN(CC)C(=O)CC(c1ccc(F)cc1)c1ccc(OC)cc1 (stereo unspecified)
  2	-7	1	-7	-8	-0.5	8	i	-0.1	1
Cc1ccc(S(=O)(=O)N2CCN(C(=O)CN3C(=O)NC(C)(c4ccc5ccccc5c4)C3=O)CC2)cc1 (stereo unspecified)
  -3	-6	0	2	0	0.9	15	i	-0.2	3

Random excerpt: 3 entries already listed.
Value order – DNMT1 block	Scp-1 inhibitor	SUMO1-SIM PPI	NRP1-CendR mod	NadD block	LMPTP block	SKN-1 inh	Neddyl block	TbMetRS inhib	STEP block
CN1CCN(c2ccc(C(CC(N)=O)NC(=O)c3ccccc3)cc2[N+](=O)[O-])CC1 (stereo unspecified)
  1	-8	2	23	2	-0.5	0	i	0.1	-1
CC(C)C(=O)N1N=C(c2ccc(NS(C)(=O)=O)cc2)CC1c1cccs1 (stereo unspecified)
  5	-12	2	-7	4	0.4	-4	.	-0.7	0
CC1C(=O)N2CCCc3cc(NC(=O)C(=O)NCCCc4ccccc4)cc1c32 (stereo unspecified)
  -1	-4	0	1	4	1.3	5	i	-0.4	4
